USP1-UAF1 inh = USP1/UAF1 (human) deubiquitinase inhibition; Potency, µM (titrated, usually from 57.1 µM), for inactives: at the top dose activity change, negative = inhibition, actives largely listed as inhibitors; AID 743255; 390,000 tested, 0.23% active; recombinant USP1/UAF1, Ub-Rhodamine cleavage fluorescence; O94782; also: potency is read from the fitted curve at half-maximal effect; % is scaled to controls: 0 for no effect and ±100 for the full control effect; nearly all actives have a fitted effect of over 60% in size; inactives centre near -12
Target sequence (O94782 whole entry, looked up): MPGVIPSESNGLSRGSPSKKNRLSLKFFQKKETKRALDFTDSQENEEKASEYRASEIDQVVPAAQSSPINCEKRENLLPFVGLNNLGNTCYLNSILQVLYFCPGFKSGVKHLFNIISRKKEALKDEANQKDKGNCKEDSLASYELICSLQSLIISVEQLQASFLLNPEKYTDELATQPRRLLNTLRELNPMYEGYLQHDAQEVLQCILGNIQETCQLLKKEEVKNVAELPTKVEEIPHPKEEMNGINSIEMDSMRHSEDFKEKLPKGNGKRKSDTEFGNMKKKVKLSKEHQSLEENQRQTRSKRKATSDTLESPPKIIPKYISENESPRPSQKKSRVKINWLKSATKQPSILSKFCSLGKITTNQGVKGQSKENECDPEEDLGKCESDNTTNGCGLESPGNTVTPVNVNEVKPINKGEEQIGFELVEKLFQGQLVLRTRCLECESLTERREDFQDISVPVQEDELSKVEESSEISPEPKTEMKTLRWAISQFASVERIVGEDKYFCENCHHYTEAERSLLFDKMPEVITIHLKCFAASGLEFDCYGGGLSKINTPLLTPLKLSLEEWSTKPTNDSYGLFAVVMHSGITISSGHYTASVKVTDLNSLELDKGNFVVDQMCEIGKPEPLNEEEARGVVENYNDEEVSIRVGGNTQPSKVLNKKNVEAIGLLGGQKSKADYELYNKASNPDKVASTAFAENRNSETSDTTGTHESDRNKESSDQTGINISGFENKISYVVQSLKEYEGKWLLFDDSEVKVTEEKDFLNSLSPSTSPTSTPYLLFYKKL
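Step one: compound is pinned into 1nM USP1/UAF1 in HEPES pH 7.8 buffer with TCEP. Step two: 15 min room-temperature incubation. Step three: Ub-Rho (150nM final) starts cleavage, tracked by fluorescence over six one-minute reads.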
Tb PGK inh = inhibitors of T. brucei phosphoglycerate kinase. 380,000 tested, 0.043% active. P07378. AID 602233. PGK/GAPDH coupled, Kinase-Glo luminescence, 60 min. Potency, µM (highest dose often 57.5 µM), for the others: at the top dose activity change, negative = inhibition, actives largely listed as inhibitors; also: potency is read from the fitted curve at half-maximal effect; % is scaled to controls: 0 for no effect and ±100 for the full control effect; nearly all actives have a fitted effect of over 60% in size
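Recombinant glycosomal PGK reaction used 1,3-bisphosphoglycerate generated in-well by GAPDH (100nM final) in 100mM TEA pH 7.6, 5mM MgCl2, 0.01% Tween-20. After 60 minutes at room temperature, ATP was read by Kinase-Glo Plus luminescence end-point.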
GLS inhibitor = glutaminase GLS (human) inhibition; 410,000 tested, 0.21% active; GLS enzymatic activity, qHTS titration; Potency, µM (highest dose often 45.5 µM), inactives show top-dose activity change, negative = inhibition, hits mostly inhibitors; AID 624170; O94925; also: potency is read from the fitted curve at half-maximal effect; % is scaled to controls: 0 for no effect and ±100 for the full control effect
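hKGA in 45 mM KH2PO4 pH 8.2, 0.02% Tween-20 with pin-transferred compounds; 1 mM L-glutamine (stock) plus glutamate oxidase/HRP/Amplex Red coupling added. Fluorescence read initially and after 30 min at RT.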
HP1b chromo inh = HP1-beta chromodomain-methylated histone interaction inhibition; P83916; AlphaScreen HP1-beta / biotin-H3K9me3 peptide binding; Potency, µM (highest dose often 114 µM), without a hit: at the top dose activity change, negative = inhibition, most hits filed as inhibitors; 390,000 tested, 0.56% active; also: potency is read from the fitted curve at half-maximal effect; nearly all actives have a fitted effect of over 70% in size; inactives centre near 23
Target sequence (P83916 whole entry, looked up): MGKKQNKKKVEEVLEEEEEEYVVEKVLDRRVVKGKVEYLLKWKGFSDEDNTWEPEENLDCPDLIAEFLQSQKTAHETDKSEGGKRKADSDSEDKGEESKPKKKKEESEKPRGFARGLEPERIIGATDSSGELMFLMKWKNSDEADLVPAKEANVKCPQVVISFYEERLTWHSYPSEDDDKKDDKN
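Compound inhibition of the preformed complex between 50 nM HP1-beta and 50 nM biotinylated H3K9me3 peptide was read by AlphaScreen. Buffer was PBS pH 7.4 with 0.01% Tween-20. Incubations ran 30 min at room temperature, with 10 ug/mL donor/acceptor beads.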
TrxR1 substrate = is turned over as a substrate by rat TrxR1; 390,000 tested, 0.01% active; Potency, µM (series often up to 114 µM), without a hit: at the highest dose activity change, negative = substrate turnover; purified TrxR1 substrate turnover, NADPH consumption readout; also: potency is read from the fitted curve at half-maximal effect; % is scaled to controls: 0 for no effect and ±100 for the full control effect; nearly all actives have a fitted effect of over 50% in size
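Rat TrxR1, dispensed at 90 nM, was prereduced with 400 uM NADPH (final) for 5 min at ~22 deg C, then incubated with compound 15 min before 400 uM selenite. A first-read NADPH fluorescence drop versus no-compound background flagged substrates.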
TrxR1 inh = rat TrxR1 inhibition; recombinant rTrxR1, NADPH fluorescence consumption, selenite substrate; Potency, µM (highest dose often 114 µM), without a hit: top-dose activity change, negative = inhibition, most hits filed as inhibitors; 390,000 tested, 1% active; AID 588453; also: potency is read from the fitted curve at half-maximal effect; % is scaled to controls: 0 for no effect and ±100 for the full control effect; nearly all actives have a fitted effect of over 65% in size
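Rat TrxR1 (90 nM in the dispensed reagent) was pre-reduced with 400 uM NADPH for 5 min at room temperature, then incubated with compound for 15 min. After 400 uM selenite was added, NADPH fluorescence (Ex 340/Em 450 nm) was followed for 8 min.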
IDH1 R132H inh = inhibitors of human mutant IDH1 R132H. Potency, µM (series often up to 76.6 µM), inactives show top-dose activity change, negative = inhibition, usual class: inhibitors. IDH1-R132H enzyme, NADPH consumption, diaphorase/resazurin fluorescence. AID 602179. O75874. 390,000 tested, 0.093% active; also: potency is read from the fitted curve at half-maximal effect; % is scaled to controls: 0 for no effect and ±100 for the full control effect; nearly all actives have a fitted effect of over 65% in size
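IDH1-R132H (0.5 ug/mL dispensed) in pH 7.5 Tris buffer was preincubated 30 min with compound, then given a substrate mix of 0.016 mM NADPH and 2 mM alpha-KG for 80 min at room temperature; remaining NADPH was read by diaphorase/resazurin fluorescence.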
PI4K2A inh = PI4K2A (human) kinase inhibition. purified PI4K2A, ADP-Glo luminescence, 1 h; active compounds read low. activity change, negative = inhibition, % at 76.9 µM. 420,000 tested, 0.13% active. AID 1346378; in the data active = activity change below about -50%; inconclusive = mostly about -30% to -49%;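 also: -100% = wells without enzyme as full effect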
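PI4K2A activity was measured by ADP-Glo luminescence: enzyme (4 ug/mL stock) and phosphatidylinositol (1.2 mM stock) in Tris pH 7.5/MgCl2/EGTA/Triton X-100 buffer were reacted with ATP (300 microM stock) for one hour at ambient temperature.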
Pin1 inh = human Pin1 inhibition; Q13526; Pin1 FP peptide displacement, HiFluor488, 10 min; Potency, µM (highest dose often 115 µM), for the others: at the top dose activity, negative = inhibition, usual class: inhibitors; 390,000 tested, 0.009% active; active = well fitted inhibition curve with a large enough effect in the polarisation, with a control signal flat, not every such curve was filed as active; inconclusive = small, poorly fitted or top-dose-only effect, or effect the other way, or a change in a side signal; inactive = no such curve, though single readings can be large or run the other way; the % refers to the polarisation; also: potency is read from the fitted curve at half-maximal effect; % is scaled to controls: 0 for no effect and ±100 for the full control effect
Active calls of the source: *; i = inactive; u = inconclusive; x = not tested or not shown; & = joins results of further samples; [ ] = remark or other dose. Unless noted, calls follow the shape of the dose curve; as a rule, active = well fitted curve in the direction sought with a large enough effect; inconclusive = small, poorly fitted or top-dose-only effect, or another doubt; inactive = no such curve, though single readings can be large; an effect the other way counts as inactive or inconclusive. The list is partial; the hit share may differ from the screen's.

Every second line gives: USP1-UAF1 inh	Tb PGK inh	GLS inhibitor	HP1b chromo inh	TrxR1 substrate	TrxR1 inh	IDH1 R132H inh	PI4K2A inh	Pin1 inh
Cc1cc(C)c(C(N)=O)c(Cl)n1
  -23%	9%	1%	46%[activator]	2%	14%	-9%	7	10%
CN(CC(=O)Nc1ccc(F)c(F)c1F)C(=O)CCN1C(=O)C2CC=CCC2C1=O (centres undefined)
  -22%	i	-4%	x	x	x	9%	-1	x
COc1ccc(-c2c3c(=O)n(C)c(=O)n(C)c3cn2Cc2ccccn2)cc1
  -5%	x	-7%	40%[activator]	10%	-31%	2%	1	-2%
COC(=O)c1cnn(C(=O)c2cc(OC)ccc2Br)c1N
  -5%	-3%	5%	49%[activator]	7%[57.1 µM]	1%	1%	-1	-4%
CN1CCN(CC(=O)N/N=C/c2ccc(F)c(F)c2)CC1
  -5%	3%	4%	u	4%	9%	3%	3	u
COc1ccc(S(=O)(=O)NCc2cccnc2)cc1NC(=O)c1ccc(Cl)cc1
  -9%	-4%	-6%	27%	-9%	-3%	4%	-4	-3%
COc1ccccc1-c1noc(Cn2cc(S(=O)(=O)N3CCCC3)ccc2=O)n1
  -11%	-2%	-2%	25%	-3%	7%	-7%	-7	4%
N#Cc1ccccc1OCC(=O)OCC(=O)NC1CC1
  -21%	-8%	2%	38%	2%	17%	13%	6	0%
Cc1ccccc1OCC(=O)NCC(=O)OCC(=O)c1ccc2c(c1)CCCC2
  x	x	x	10%[57 µM]	-2%	31%[0.0914 µM]	x	x	3%
Cc1c(CCC(=O)O)c(=O)oc2c(C)c3occ(-c4ccc(Cl)cc4)c3cc12
  u	-22%	-9%	u	12%	5%[57.1 µM]	-19%	3	-24%
O=Cc1c(Cl)nc2ccccn2c1=O
  -16%	3%	9%	18%	21%	18µM*	5%	-1	-3%
CC(=O)c1ccc(S(=O)(=O)Nc2ccc(C(=O)NC3CC3)cc2)cc1
  -5%	-4%	7%	17%	-5%	-8%	-3%	2	1%
C=C(C)Cn1c(SCCCO)nc2c1c(=O)[nH]c(=O)n2C
  3%	9%	5%	21%	-3%	-6%	-6%	-1	-4%
CC1Oc2ccccc2N(CC(=O)Nc2ccc(F)cc2)C1=O (centres undefined)
  -7%	i	0%	15%	7%[57.1 µM]	7%[57.1 µM]	8%	2	-6%
CCCCNC(=O)NNC(=O)c1ccoc1C
  -20%	-6%	2%	48%[activator]	-8%	15%[57.1 µM]	13%	0	-1%
CCOC(=O)C1CCN(C(=O)c2cccc(N3C(=O)NC4CC3(C)Oc3ccc(C)cc34)c2)CC1 (centres undefined)
  -21%	-9%	0%	47%[activator]	-4%	-12%	-1%	0	-14%
COc1ccc([C@H]2C[C@H](O)[C@@H](n3cc(COC(=O)c4ccccc4)nn3)CN2CC2CCCCC2)cc1
  -19%	-1%	-2%	x	x	x	-21%	-2	x
O=C1N=C(N2CCOCC2)S/C1=C\c1ccc(OS(=O)(=O)c2ccccc2)cc1
  u	-7%	-5%	28%	5%	17%	11%	-7	-1%
Cc1cc(C)n(CC(=O)NNC(=O)CC(C)c2ccccc2)n1 (centres undefined)
  -16%	-6%	-1%	27%	2%	36%	-4%	3	-2%
O=C1NCCOC(=O)[C@H](Cc2ccc(F)cc2)C/C=C\C[C@@H]1CC(=O)N(CCO)Cc1ccccc1
  u	-3%	-7%	35%	1%	12%	8%	1	-2%
COc1ccc(N(C(C)C(=O)N2CCCC2)S(C)(=O)=O)cc1 (centres undefined)
  -20%	-8%	1%	17%	1%	11%	3%	-1	0%
Cc1c(C(=O)NN)nc2ccccn12
  6%	0%	12%	16%	0%	18%	-4%	-3	2%
CS(=O)(=O)Nc1ccc(C2=NN(C(=O)c3ccco3)C(c3cccc(F)c3)C2)cc1 (centres undefined)
  -24%	-11%	4%	16%	0%	7%	3%	2	2%
CSc1cccc(NC(=S)N(CCN(C)C)C(C)c2ccncc2)c1 (centres undefined)
  -22%	-6%	24%	29%	-2%	-19%	3%	3	-10%
Oc1c(C(c2cccs2)N2CCN(c3ccc(F)cc3)CC2)sc2ncnn12 (centres undefined)
  -32%	-4%	12%	15%	4%[57.1 µM]	7%[57.1 µM]	12%	-6	-11%
O=C(NC1CC1)c1ccc(CS(=O)c2ccc(Br)cc2)o1 (centres undefined)
  -18%	2%	0%	58%[activator]	8%[57.1 µM]	20%[57.1 µM]	-3%	7	-5%
COc1ccc(OC)c(NC(=O)CCNS(=O)(=O)c2cccc3nsnc23)c1
  u	4%&-2%	-5%&11%	17%&15%	-1%	13%&13%	-8%&6%	0&2	-4%&10%
COc1ccc(S(=O)(=O)NC2CC(C)(C)NC(C)(C)C2)cc1
  -18%	i	7%	8%[57 µM]	0%	11%	12%	9	-3%
CCOC(=O)N1CCN(S(=O)(=O)c2ccc(C(=O)N(CCN(C)C)c3nc4ccc(Cl)cc4s3)cc2)CC1
  -8%	-1%	9%	12%	3%	38%	-6%	-2	-9%
COc1cccc(NC(=O)CN(C)C(=O)c2ccc(S(=O)(=O)Nc3ccccc3F)cc2)c1
  -11%	-6%	-9%	16%	23%	4%	3%	-1	-6%
CC(C)c1ccc(CCNC(=O)CSC(=S)N2CCCC2)cc1
  -4%	-5%	4%	38%[activator]	-8%	8%	4%	0	-2%
CCS(=O)(=O)c1nn2c(N)c(/C=C3/C=CC(=O)C(OC)=C3)c(=O)nc2s1
  u	1%	29%	12%	-34%	u	4%	-4	u
CC(C(c1cccs1)c1c(N)n(C)c(=O)n(C)c1=O)[N+](=O)[O-] (centres undefined)
  -9%	6%	0%	40%[activator]	3%	8%	-1%	0	4%
COC(=O)c1sccc1NC(=O)Nc1ccc(F)cc1F
  -13%	-16%	1%	22%	-6%	4%	0%	-10	5%
Cc1oc(C(C)(C)C)cc1-c1cc(NC(=O)c2ccc([N+](=O)[O-])cc2)n[nH]1
  -3%	7%	7%	11%	-1%[57.1 µM]	7%	-12%	-2	3%
Cc1ccc(-c2nc3nc(C)cc(N4CCN(c5cccc(C)c5C)CC4)n3n2)cc1
  -18%	-3%	-17%	34%	3%	u	-1%	5	15%
Cc1ccc(NCCCn2cnc3c(OCc4ccccc4)ncnc32)cc1C
  -7%	-7%	4%	u	-2%	6%	1%	-4	0%
CCc1ccc(NC(=O)C(CC)Sc2nc3ccsc3c(=O)n2CCC(=O)O)cc1 (centres undefined)
  -27%	-1%	-9%	21%	-1%	12%	2%	-2	-8%
Cc1ccc(C(=O)c2cn(Cc3ccc(F)cc3)c3nc(C)ccc3c2=O)cc1
  -5%	4%	-13%	23%	-12%	-6%	-3%	3	30%[activator]
CN(C)N1C(N)=C(C#N)C(c2ccccc2F)C2=C1CC(C)(C)CC2=O (centres undefined)
  -9%	i	5%	20%	-5%	8%	-7%	-8	-11%

Part of the list above in order of SMILES length, smallest number first.
Every second line gives: USP1-UAF1 inh	Tb PGK inh	GLS inhibitor	HP1b chromo inh	TrxR1 substrate	TrxR1 inh	IDH1 R132H inh	PI4K2A inh	Pin1 inh
COc1ccc(N(C(C)C(=O)N2CCCC2)S(C)(=O)=O)cc1 (centres undefined)
  -20%	-8%	1%	17%	1%	11%	3%	-1	0%
Cc1ccc(-c2nc3nc(C)cc(N4CCN(c5cccc(C)c5C)CC4)n3n2)cc1
  -18%	-3%	-17%	34%	3%	u	-1%	5	15%
Cc1oc(C(C)(C)C)cc1-c1cc(NC(=O)c2ccc([N+](=O)[O-])cc2)n[nH]1
  -3%	7%	7%	11%	-1%[57.1 µM]	7%	-12%	-2	3%

Next part.
Every second line gives: USP1-UAF1 inh	Tb PGK inh	GLS inhibitor	HP1b chromo inh	TrxR1 substrate	TrxR1 inh	IDH1 R132H inh	PI4K2A inh	Pin1 inh
CCc1ccc(CNC(=O)CCCn2nc(C)n3ccnc3c2=O)cc1
  -16%	-9%	-1%	33%	-9%[57.1 µM]	15%	8%	2	0%
C=CCn1c(SCC(=O)NC2CC2)nnc1C1CC1
  -4%	6%	0%	9%	6%	20%	-7%	1	2%
C#CCOCCOCCOCCNc1nc(N2CCN(C(=O)[C@H](CCC(=O)O)n3cc(C(N)[C@H](C)CC)nn3)CC2)nc(N2CCN(C(=O)[C@H](Cc3ccc(O)cc3)n3cc(C(N)[C@H](C)CC)nn3)CC2)n1 (some centres undefined)
  -23%	i	0%	76%[activator]	0%	u	9%	-8	-7%
CN(c1ccccc1)c1nc(N)c([N+](=O)[O-])c(N2CCCCCC2)n1
  -2%	0%	1%	u	8%[57.1 µM]	32%[57.1 µM]	7%	-6	-4%
COc1ccc(CC(NC(C)=O)C(=O)NC2CCN(c3c(Cc4ccccc4)c(C)nc4ncnn34)CC2)c(OC)c1 (centres undefined)
  -23%	-1%	-7%	15%	3%	15%	15%	5	-1%
O=C(Nc1nc2ccccc2n1Cc1ccccc1)c1ccc(COc2ccccc2[N+](=O)[O-])o1
  -6%	0%	-1%	22%	7%	u	4%	3	u
COc1cccc(-c2cc(C(=O)Nc3cccnc3Cl)no2)c1
  -11%&-24%	-12%&-9%	1%&0%	2%&30%	0%[57.1 µM]	15%[57.1 µM]	-5%&7%	1&1	4%&4%
C[C@H]1CC[C@@]2(O[C@@H](CCO)C[C@@H](O)[C@@H]2O)O1
  -5%	6%	2%	39%	-7%	0%[57.1 µM]	-12%	-3	-2%
O=C(NCc1ccccn1)NC12CC3CC(CC(C3)C1)C2
  -16%	-1%	3%	10%	5%	14%	10%	2	-2%
